H9c2 protect = modulators protecting cardiomyocytes from myocardial damage. protection from H2O2 cell death, % at 20 µM. AID 588492. H9c2 cardiomyocytes, H2O2 injury protection, ATPLite, 2 h. 0.63% of 360,000 active;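 active = compounds giving at least 50% protection of heart cells from peroxide-induced death in the single-dose screen, raw or plate-pattern-corrected value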;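 note: 0% = DMSO wells with peroxide and 100% = DMSO wells without peroxide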
NR2E3 ag-1 = human photoreceptor-specific nuclear receptor agonism; Q9Y5X4; CHO-S Gal4-NCOR/VP16-NR2E3 two-hybrid, luciferase; inhibition of corepressor binding, % at 3.98 µM; 0.35% of 360,000 active; AID 602229;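 active = inhibition above the mean of all tested compounds plus 3 SD, cut at about 70% in these data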;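 note: 0% = DMSO with NR2E3 transfected cells and 100% = cells lacking NR2E3 construct; higher means lower luciferase signal from less NR2E3 corepressor binding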
Target sequence (Q9Y5X4 whole entry, looked up, the tested form may be a part): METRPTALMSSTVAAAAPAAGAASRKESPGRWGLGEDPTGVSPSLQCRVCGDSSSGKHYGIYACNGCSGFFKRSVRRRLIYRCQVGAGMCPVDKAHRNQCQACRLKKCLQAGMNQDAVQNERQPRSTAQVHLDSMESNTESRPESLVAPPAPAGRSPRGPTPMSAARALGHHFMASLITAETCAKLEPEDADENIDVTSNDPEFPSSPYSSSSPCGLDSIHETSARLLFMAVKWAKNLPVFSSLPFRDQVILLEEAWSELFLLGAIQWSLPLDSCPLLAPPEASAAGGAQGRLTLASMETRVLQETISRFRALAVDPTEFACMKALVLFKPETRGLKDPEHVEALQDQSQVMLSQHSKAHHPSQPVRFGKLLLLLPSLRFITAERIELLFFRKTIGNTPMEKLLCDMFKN
Shn3 inh set2 = inhibitors of Schnurri-3 3'UTR reporter in osteoblasts; Clone20 osteoblast Shn3 3'UTR firefly luciferase, 24 h; inhibition, % at 12.5 µM; AID 588674; 0.52% of 360,000 active;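 active = mean inhibition of at least 75% with every replicate also reaching 75%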;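 note: 0% = median of neutral control wells and 100% = pilot-screen positive control compound; some compounds past the cut are filed as inactive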
PDI inh = inhibitors of human protein disulfide isomerase | PDI insulin aggregation turbidity, A650, 90 min | inhibition, % at 10 µM | 0.052% of 350,000 active | AID 588391;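 active = mean inhibition across replicates of 30% or more, whatever share of single replicates reach that level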;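 note: absorbance from insulin aggregation driven by PDI reduction with DTT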
HTR2A ag = mouse HTR2A agonism via beta-arrestin recruitment. 0.66% of 360,000 active. AID 624169. activation, % at 7.6 µM. CHO-K1 mHTR2A beta-arrestin complementation, luminescence; percent of 30 µM serotonin response;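 active = activation above a run cutoff, the mean activation of all tested compounds plus 3 SD, cut at about 14% in these data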;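 note: 0% = plate median of compound wells and 100% = 30 µM serotonin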
Target sequence (P35363 whole entry, looked up): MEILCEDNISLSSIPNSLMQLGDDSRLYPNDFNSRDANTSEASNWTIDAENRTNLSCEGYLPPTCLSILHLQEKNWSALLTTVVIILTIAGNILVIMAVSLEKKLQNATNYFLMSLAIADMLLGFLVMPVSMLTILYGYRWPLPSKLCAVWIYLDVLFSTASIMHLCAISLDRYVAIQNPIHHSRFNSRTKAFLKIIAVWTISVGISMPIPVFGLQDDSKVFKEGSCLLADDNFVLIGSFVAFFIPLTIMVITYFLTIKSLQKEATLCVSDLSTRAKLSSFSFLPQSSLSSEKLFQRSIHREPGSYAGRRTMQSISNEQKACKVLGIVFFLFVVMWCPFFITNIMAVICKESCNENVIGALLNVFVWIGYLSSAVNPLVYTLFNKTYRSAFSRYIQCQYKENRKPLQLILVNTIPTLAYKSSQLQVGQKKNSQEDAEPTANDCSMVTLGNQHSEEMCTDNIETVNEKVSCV
Peg3 prom inh = reduces Peg3 promoter-driven luciferase expression in HeLa; HeLa PEG-Prom luciferase reporter, luminescence, overnight; inhibition, % at 20 µM; 1.7% of 360,000 active; AID 588405;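 active = inhibition of at least 50% at 20 µM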
HIF-2a inh = blocks HIF-2a reporter activity. 0.72% of 360,000 active. inhibition, % at 18.8 µM. AID 624352. 786-0 RCC cells HIF-2a reporter, luciferase luminescence, overnight;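 active = inhibition of the luminescence signal of 40% or more relative to plate controls, in a single-dose primary screen at 18.75 µM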
NR2E3 ag-2 = NR2E3 (human) agonism; Q9Y5X4; GST-NR2E3/biotin-RetCOR TR-FRET, 1536-well; inhibition of corepressor binding, % at 4.78 µM; 0.12% of 320,000 active; AID 2300;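 active = percent inhibition above the cutoff of mean plus 3 SD of all tested compounds, set per screening campaign, cut at about 20% in these data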;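 note: 0% = DMSO wells and 100% = biotin wells as full block of FRET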
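Material – GST-tagged NR2E3 plus biotinylated RetCOR corepressor · Quantity – NR2E3 fusion 1.35 nM · Times – 5 h incubation at 4 °C · Medium – pH 7.5 Tris-based buffer · Technique – TR-FRET, Eu(K)-anti-GST donor, streptavidin-D2 acceptor, ex 340, em 617/671 nm · Benchmarks – high control biotin, low control 0.6% DMSO · Format – 1536-well plates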
TRPM1 prom inh = reduces MITF-dependent TRPM1 promoter luciferase signal. inhibition, % at 12.5 µM. SK-MEL-5 TRPM1 promoter luciferase, 24 h. 0.83% of 330,000 active. AID 488899;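 active = mean inhibition across replicates of 60% or more, whatever share of single replicates reaches that level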; note: values of inactives mirror those of a sister screen read the other way
hiPSC survival = increases survival of single human iPS cells | 0.044% of 360,000 active | AID 602274 | hiPSC single-cell survival, ATPlite luminescence; 100% = ROCK inhibitor wells, 0% = DMSO | survival enhancement, % at 20 µM; in the data active = survival enhancement above about 18%;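 note: cells exposed to compounds for 16 hours before the ATP read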
CaV13 ICDI inh = Disruptors of the CACNA1D IQ motif to Ca2+-dependent inactivation inhibitor domain association, primary screening, Förster resonance energy transfer in intact living …; inhibition, % at 12.3 µM; HEK cells, CFP/YFP FRET ICDI-IQ, plate reader, 10 min; percent FRET-ratio fall versus neutral wells; 0.098% of 340,000 active;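 active = mean replicate inhibition of at least 30% and at least 1% of replicates passing that level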;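 note: 0% = median of the neutral control wells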
Starred values were filed as active, the others as inactive; nt = not tested or not shown.

SMILES | H9c2 protect | NR2E3 ag-1 | Shn3 inh set2 | PDI inh | HTR2A ag | Peg3 prom inh | HIF-2a inh | NR2E3 ag-2 | TRPM1 prom inh | hiPSC survival | CaV13 ICDI inh
COc1cc(CNC(C)C23CC4CC(CC(C4)C2)C3)cc(OC)c1OC (configuration not stated) | -2 | -9 | 15 | 0 | 7 | -9 | 12 | nt | -6 | -0.7 | -4
COc1ccc(CC(=O)Nc2ccc(/C(C)=N\NC(=O)c3ccc(Br)o3)cc2)cc1 | -3 | -91 | 15 | -2 | -4 | 6 | -36 | nt | -11 | -0.2 | -6
Brc1ccc(-c2nc(-c3cccnc3)no2)o1 | 7 | -120 | -63 | 4 | 0 | -207 | -222 | -4 | -48 | 3.3 | -4
Cc1cc[n+](-c2[nH]c(=O)sc2/C=N/NC([S-])=Nc2ccccc2)cc1C | 3 | -25 | -19 | 3 | -4 | -7 | 7 | 0 | -16 | -1.5 | -7
Cc1nc2c(ccc3nc(NC(=O)c4ccc5c(c4)OCCO5)sc32)s1 | -21 | -156 | -49 | 9 | 1 | -5 | -173 | 6 | -6 | -5.0 | -7
Cc1ccccc1/C=N/n1c(-c2cc(-c3ccccc3)n[nH]2)n[nH]c1=S | -6 | -11 | -12 | 13 | 6 | 12 | 3 | 0 | -4 | -0.8 | -4
CC12CCC(=O)N1C(C(=O)Nc1cc(Cl)ccc1N1CCOCC1)CS2 (configuration not stated) | 3 | -3 | -1 | -2 | -7 | -192 | -5 | 4 | 5 | -0.6 | -3
CC1=C(C)CC(C(=O)NNC(=O)c2csc(C)c2C)C(C(=O)O)C1 (configuration not stated) | 5 | -42 | -21 | -3 | 2 | -1 | 18 | 0 | 2 | -0.1 | -15
COc1ccccc1C(C)NC(=O)c1cc(S(=O)(=O)N2CCCCC2)ccc1C (configuration not stated) | 0 | -24 | 1 | -4 | -1 | 13 | 8 | 2 | 5 | 0.1 | -6
COc1ccc(/C(C)=N/NC(=O)OC(C)(C)C)cc1[N+](=O)[O-] | 0 | -88 | 12 | 1 | 6 | -10 | -8 | 0 | -8 | -0.3 | -4
COc1ccc(Cl)cc1Cn1c(C)c(C(=O)N(C)Cc2ccc(F)cc2)sc1=O | -4 | 39 | 10 | 6 | 6 | 4 | 0 | nt | nt | 1.0 | 13
CCOc1ccc(CCNC(=O)COC(=O)COc2ccc(Cl)cc2)cc1OCC | -4 | -9 | -1 | -2 | -2 | -16 | 6 | 4 | 4 | 0.3 | -5
O=C(CCc1nc2ccccc2[nH]1)Nc1ccccc1F | -3 | 2 | 12 | nt | -5 | -7 | -30 | 2 | nt | -2.7 | -5
Cc1cc(C(=O)N(C)C2CCCCC2)no1 | 0 | -21 | 5 | -4 | 1 | -2 | -8 | -1 | 2 | -0.5 | -2
CC(C)Oc1cccc(C(=O)C2CCCN(Cc3cnn(C(C)C)c3)C2)c1 (configuration not stated) | -1 | -35 | 57 | -5 | -1 | -11 | -3 | 1 | 6 | 1.3 | 12
COc1ccc(NC(C)C(=O)N/N=C/c2ccccc2OCc2cccc(Br)c2)cc1 (configuration not stated) | -2 | -34 | 13 | 7 | -2 | -25 | -17 | 2 | -16 | 4.2 | -6
COc1ccc2c(-c3ccccc3)cc(SCC(=O)N(C)C3CCS(=O)(=O)C3)nc2c1 (configuration not stated) | -4 | 1 | -8 | -2 | 0 | 14 | 19 | 1 | -9 | -1.3 | 2
c1ccc(-c2noc(-c3ccncc3)n2)nc1 | -12 | -117 | -49 | -3 | 3 | -102 | -136 | 4 | -10 | -1.2 | -9
COc1ccc(S(=O)(=O)N(CC(=O)NC(C)C)Cc2ccccc2)cc1 | 0 | 6 | 46 | -10 | 6 | 12 | -3 | 0 | -10 | 1.4 | -5
COc1ccc(N=[N+]([O-])c2ccc(OC)cc2)cc1 | -20 | -151 | -16 | 4 | 0 | -181 | -82 | nt | -21 | -5.6 | -6
O=C(CSc1nnc(SCc2ccccc2Cl)s1)N/N=C/c1ccc(C(=O)O)cc1 | -15 | -26 | -7 | 4 | -3 | -1 | -32 | -1 | -10 | -0.3 | -4
COc1ccccc1N1CCN(CC(=O)Nc2cc(C)nn2-c2nc(C)cc(C)n2)CC1 | 5 | 24 | -14 | -1 | 0 | 52* | 11 | nt | 6 | 0.0 | -1
CCOC(=O)C1CCCN(C(=O)c2[nH]c3ccc(OC)cc3c2C)C1 (configuration not stated) | -3 | -11 | 12 | -7 | 1 | 13 | 12 | -2 | 10 | -0.2 | -5
Cc1ccc2[nH]c3c(c2c1)CN(C(=O)CN1CCCc2ccccc21)CC3 | -3 | -15 | -6 | -10 | -4 | 5 | 2 | -2 | 9 | 3.1 | nt
COc1ccc(-n2nnnc2SCC(=O)NC2CC2)cc1 | -4 | -14 | 3 | -3 | 0 | 0 | -1 | 2 | 5 | 5.2 | -3

Brought forward from above: 2 compounds, followed by the next part.
SMILES | H9c2 protect | NR2E3 ag-1 | Shn3 inh set2 | PDI inh | HTR2A ag | Peg3 prom inh | HIF-2a inh | NR2E3 ag-2 | TRPM1 prom inh | hiPSC survival | CaV13 ICDI inh
Cc1ccc2[nH]c3c(c2c1)CN(C(=O)CN1CCCc2ccccc21)CC3 | -3 | -15 | -6 | -10 | -4 | 5 | 2 | -2 | 9 | 3.1 | nt
COc1ccc(-n2nnnc2SCC(=O)NC2CC2)cc1 | -4 | -14 | 3 | -3 | 0 | 0 | -1 | 2 | 5 | 5.2 | -3
CC1CCCCN1Cc1ccc(-c2nnn(CC(=O)NC3CCCCC3)n2)cc1 (configuration not stated) | 0 | 21 | -1 | 6 | 2 | 20 | 14 | 1 | -14 | -2.4 | -4
c1cc2cc(-c3c(-c4ccc5c(c4)OCO5)noc3-c3ccsc3)ccc2[nH]1 | -18 | -17 | -45 | 12 | -3 | -100 | -183 | 0 | -39 | -0.5 | -9
COc1ccccc1/C=N/NC(=S)NCc1ccco1 | -5 | -4 | -16 | 0 | 1 | 11 | -5 | -4 | -1 | -0.5 | -5
C[C@]12CC[C@H](OC(=O)CCC(=O)O)CC1=CCC1C2CC[C@@]2(C)C1CC[C@@H]2N (some centres not stated) | 5 | -9 | 19 | 3 | 4 | -4 | 14 | nt | -10 | 2.5 | -5
O=C(COC(=O)c1ccccn1)Nc1ccc2c(c1)OCO2 | 0 | -15 | -9 | -2 | 10 | -5 | 3 | 1 | 0 | -0.6 | -1
Cc1nc(-c2ccc(Cl)cc2)sc1C1(C)CC(c2ccccc2F)=NO1 (configuration not stated) | -9 | -57 | -14 | 1 | -6 | -237 | -227 | -1 | -48 | -1.6 | -10
CCc1ccccc1N(CC(=O)O)S(C)(=O)=O | -3 | -1 | 10 | 1 | -3 | 2 | 6 | -4 | -3 | -0.4 | -4
Cc1nc(-c2ccncc2)nc(NCCNc2ncccc2C(F)(F)F)c1Cl | -5 | -9 | 1 | -9 | -1 | 18 | 23 | 0 | 0 | -0.5 | -3
O=C(NCc1ccc(F)cc1)c1cc(C2CCCN(C(=O)CCCc3ccccc3)C2)on1 (configuration not stated) | -5 | 3 | 19 | 15 | -1 | 4 | -8 | nt | nt | 0.4 | -8
Cc1ccc(CNC(=O)Cc2ccc(Br)cc2)cc1 | 0 | -41 | -4 | 1 | 5 | -32 | -55 | 2 | -30 | 1.5 | -2
COc1ccc(CNC(=O)C(OC(=O)c2ccco2)c2ccccc2F)cc1 (configuration not stated) | 3 | -3 | -6 | -6 | -6 | -28 | -44 | 3 | 14 | -0.3 | -4
CC(=O)c1ccc(-c2ccc(Cn3c(C)nc4cc(N)c(C)nc43)cc2)cc1 | -7 | 0 | 23 | -6 | 2 | -7 | -6 | -1 | -9 | -0.6 | -4
O=C(COc1ccccc1)N1CCN(C(=O)c2ccc([N+](=O)[O-])cc2)CC1 | -1 | 18 | 4 | -4 | 7 | 8 | 14 | 5 | -6 | -2.1 | 2
Cc1ccc(C(=O)COC(=O)COc2ccccc2[N+](=O)[O-])s1 | -2 | 7 | -8 | -2 | -3 | 12 | 5 | 5 | nt | 0.5 | -6
CCOC(=O)C1CCN(S(=O)(=O)c2ccc(NC(=O)c3ccco3)cc2)CC1 | -4 | -10 | -1 | 5 | 6 | 16 | 6 | 0 | 6 | -0.3 | -10
COc1ccc(C2(c3ccc(OC(C)=O)cc3OC(C)=O)CC(c3ccccc3)NC(=S)N2)cc1 (configuration not stated) | -2 | -3 | 7 | 17 | 2 | 9 | 22 | 0 | -2 | 0.0 | -7
CCCCN(CCCNC(=O)CN1C(=O)COc2ccc(S(=O)(=O)N3CCC(C)CC3)cc21)Cc1ccccc1 | 8 | 3 | 6 | 0 | -4 | 28 | 5 | 2 | 5 | -0.7 | -7
C=CCN(c1ccccc1)S(=O)(=O)c1cc2c(cc1C)NC(=O)CO2 | -14 | -19 | -13 | nt | -5 | 8 | 9 | 1 | -13 | -2.2 | -5
Cc1ccc2nc(NCC(=O)O)nc(-c3ccccc3)c2c1 | -7 | -13 | 25 | -3 | 2 | 1 | 28 | 0 | 5 | -2.4 | -6
CCn1c(SCC(=O)c2ccccc2)nnc1-c1cnccn1 | -4 | -28 | -34 | -7 | 0 | -167 | -174 | -3 | -40 | -0.9 | -3
O=C(CSc1n[nH]c(-c2ccccn2)n1)Nc1ccc(F)cc1 | 16 | -9 | 82 | 11 | 1 | 32 | 14 | 1 | 12 | 0.3 | -5
NS(=O)(=O)c1ccc(NC(=O)CSc2nc(Nc3ccccc3)nc(N3CCOCC3)n2)cc1 | 2 | -3 | 4 | 13 | -13 | -18 | 17 | 5 | -37 | -0.1 | -6
O=C(c1cc(COc2ccc(F)cc2F)on1)N1CC[C@@H]2CCCC[C@H]2C1 | -6 | -6 | -12 | 6 | -7 | -56 | -88 | 1 | -11 | -0.3 | -5
COC(C[C@H](O)C[C@@H](O)[C@@H](C)OCc1ccccc1)OC | -1 | -10 | -21 | -4 | -4 | 1 | 12 | nt | 0 | 1.9 | -5
CC(=O)Oc1ccccc1Cn1c(C)c(C(=O)NCCC#N)sc1=O | 2 | 4 | -6 | -4 | 2 | -3 | 18 | nt | nt | -0.8 | 5
Cc1ccccc1CS(=O)(=O)CC(O)CN1CCCC1=O (configuration not stated) | 11 | -26 | -2 | -2 | -3 | 4 | 13 | 1 | 2 | 0.2 | -19
Cc1c(CCOC(=O)C23CC4CC(CC(C4)C2)C3)sc[n+]1Cc1ccccc1 | -12 | -10 | -13 | -3 | -2 | 1 | 8 | -3 | 6 | 1.0 | -5
Cc1nnc(NC(=O)CN2C(=O)c3ccccc3S2(=O)=O)s1 | 8 | 1 | 6 | 8 | -1 | 0 | 14 | -3 | 7 | -2.1 | -5
CC(C)(CCO)Nc1ncnc2onc(-c3ccc(F)cc3)c12 | -2 | -27 | 26 | 0 | 6 | -19 | 5 | 1 | 5 | -0.1 | -22

Compound activity: PubChem, several laboratories
